NPY-Y1 antag – NPY-Y1 receptor antagonists, primary screen, cell-based. Neuropeptide Y receptor type 1 (Homo sapiens), P25929. hit rate 1% among 200,000. AID 1040, 2008. inhibition, % at 3.6 µM. HEK293-CNG Y1 cells, membrane potential fluorescence; NPY at EC95, then isoproterenol;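 active means inhibition above the campaign mean inhibition of all tested compounds plus 3 SD, cut at about 20% in these data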;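 further: 0% = DMSO wells given NPY plus isoproterenol and 100% = isoproterenol alone without NPY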
Target sequence (P25929 whole entry, looked up): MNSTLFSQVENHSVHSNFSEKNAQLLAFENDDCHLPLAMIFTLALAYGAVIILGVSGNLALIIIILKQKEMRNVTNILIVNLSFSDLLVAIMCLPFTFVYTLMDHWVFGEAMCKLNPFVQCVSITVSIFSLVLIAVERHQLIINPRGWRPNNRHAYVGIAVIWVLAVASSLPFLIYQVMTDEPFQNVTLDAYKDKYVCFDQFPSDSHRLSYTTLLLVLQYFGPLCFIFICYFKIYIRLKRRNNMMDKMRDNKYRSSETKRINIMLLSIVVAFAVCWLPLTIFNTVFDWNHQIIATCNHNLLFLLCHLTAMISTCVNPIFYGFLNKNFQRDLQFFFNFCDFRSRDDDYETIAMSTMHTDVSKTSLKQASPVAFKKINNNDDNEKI
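Assay system: HEK293 cells with Y1 receptor plus CNG channel | Probe or stimulus: NPY (25 nM), isoproterenol (1 µM), Ro 20-1724 (25 µM) | Timing: Compound incubation 1 h at room temperature, readout 45 min post-stimulation | Measured by: Membrane-potential fluorescent dye readout | Benchmarks: High control isoproterenol alone, low control NPY with isoproterenol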
NPY-Y2 PAM-ag – NPY-Y2 potentiators or agonists, primary screen, cell-based. Neuropeptide Y receptor type 2 (Homo sapiens), P49146. cells expressing NPY-Y2, potentiator/agonist read-out. activation, % at 3.6 µM. hit rate 0.45% among 220,000. AID 1359, 2008; in the data active means activation above about 27%;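 further: cells stimulated with NPY near EC25 plus isoproterenol at EC100; 0% = vehicle plus submaximal agonist and 100% = vehicle plus saturating agonist; some results beyond the cut were filed as inactive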
Target sequence (P49146 whole entry, looked up): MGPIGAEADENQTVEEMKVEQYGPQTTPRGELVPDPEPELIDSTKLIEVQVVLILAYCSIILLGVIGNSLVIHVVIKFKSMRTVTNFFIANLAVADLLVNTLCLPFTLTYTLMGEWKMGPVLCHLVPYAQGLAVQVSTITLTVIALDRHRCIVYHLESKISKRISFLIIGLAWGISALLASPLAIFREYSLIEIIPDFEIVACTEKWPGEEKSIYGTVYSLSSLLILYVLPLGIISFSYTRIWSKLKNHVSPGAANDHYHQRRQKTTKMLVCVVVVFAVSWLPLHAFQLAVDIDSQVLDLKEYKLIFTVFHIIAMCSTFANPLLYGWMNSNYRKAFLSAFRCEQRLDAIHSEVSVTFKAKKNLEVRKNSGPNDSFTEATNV
RBBP9 inhibitor – human RBBP9 inhibitors, primary screen, biochemical, fluorescence polarization, FP-Rh probe, HTS | Serine hydrolase RBBP9 (Homo sapiens), O75884 | recombinant RBBP9 | inhibition, % at 7.94 µM | hit rate 0.2% among 220,000;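 active means inhibition above the campaign mean of all tested compounds plus 3 SD, cut at about 14% in these data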;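 further: plate controls were DMSO wells with RBBP9 for no effect and wells lacking RBBP9 protein for full effect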
Target sequence (O75884 whole entry, looked up): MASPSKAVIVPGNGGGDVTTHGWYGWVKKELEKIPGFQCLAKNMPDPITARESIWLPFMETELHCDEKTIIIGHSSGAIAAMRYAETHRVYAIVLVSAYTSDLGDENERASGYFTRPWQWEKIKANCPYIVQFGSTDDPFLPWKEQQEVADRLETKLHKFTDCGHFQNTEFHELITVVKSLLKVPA
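system = RBBP9 protein | input = RBBP9 at 2.5 µM in dispensed solution, before mixing | measured by = fluorescence polarization (mP), excitation 525 nm, emission 598 nm | incubation = enzyme-compound preincubation 30 min, then probe labeling 45 min, 25 °C | buffer or medium = Tris-NaCl-Pluronic buffer, pH 8.0 | compound = single dose 7.94 µM | also added = FP-Rh probe, 375 nM dispensing solution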
Runt-CBFb FRET – inhibitors of RUNX1 Runt–CBFb binding, primary screen, biochemical, FRET, Cerulean-Runt, Venus-CBFb, uHTS | AID 1496, 2009 | inhibition, % at 20 µM | Runt-related transcription factor 1 (Homo sapiens) + Core-binding factor subunit beta … | Cerulean-Runt/Venus-CBFb FRET ratio 530/480, 1 h | hit rate 0.46% among 220,000;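 active means inhibition over about 50% at 20 µM in the single-dose screen, limit read from the data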;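 further: 0% = DMSO wells and 100% = excess unlabeled CBFb competitor control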
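Assay system: Cerulean-Runt domain fusion protein, energy donor; Signal: fluorescence energy transfer, 422 nm excitation, 530/480 nm emission; Timing: 1 h compound exposure, room temperature; Control set: unlabeled CBFb; Medium: Tris buffer pH 7.5 with salts and BSA; Compound: single test concentration of 20 µM, 1% DMSO final; Probe or stimulus: Venus-CBFb 100 nM.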
Ba/F3 V617F tox – reduced viability of JAK2V617F-dependent Ba/F3 cells, primary screen, JAK2V617F inhibitor project, cell-based, Ba/F3 EpoR-JAK2V617F, luminescence; ATP luminescence; inhibition, % at 5.6 µM; hit rate 1.1% among 220,000; AID 1446, 2008;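 active means inhibition above the campaign mean plus 3 SD over all tested compounds, cut at about 24% in these data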;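 further: cytokine-independent growth of Ba/F3 cells driven by EpoR plus mutant JAK2; 0% = DMSO-treated cells and 100% = JAK inhibitor I control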
S1P4 agonist – S1P4 receptor agonists, primary screen, cell-based | S1P4-expressing cell line, agonist reporter assay | Sphingosine 1-phosphate receptor 4 (Homo sapiens), O95977 | hit rate 0.35% among 220,000 | activation, % at 4.98 µM | AID 1509, 2009; in the data active means activation above about 11%;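 further: 0% = DMSO vehicle and 100% = reference agonist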
S1P4 antag – S1P4 receptor antagonists, primary screen, cell-based. Sphingosine 1-phosphate receptor 4 (Homo sapiens), O95977. hit rate 0.26% among 220,000. S1P4-expressing cells, antagonist mode, reporter read-out. inhibition, % at 4.98 µM. AID 1510, 2009; in the data active means inhibition above about 29%;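 further: 0% = wells stimulated with agonist and 100% = vehicle wells without agonist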
NPY1 pot ag – NPY-Y1 receptor potentiators or agonists, primary screen, cell-based. AID 1304, 2008. hit rate 0.37% among 220,000. Neuropeptide Y receptor type 1 (Homo sapiens), P25929. NPY-Y1 expressing cells, potentiator/agonist activation. activation, % at 3.6 µM; in the data active means activation above about 33%, passing the limit was not always enough;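 further: cells stimulated with NPY at EC10 then isoproterenol at EC100; 0% = low agonist plus stimulus and 100% = saturating agonist plus stimulus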
BaF3 parental – parental Ba/F3 cell viability inhibition, counter-screen for JAK2V617F inhibitor project, murine pro-B, CellTiter-Glo luminescence; CellTiter-Glo ATP luminescence; inhibition, % at 5.6 µM; hit rate 1.1% among 220,000;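 active means inhibition above a per-campaign cutoff, the mean inhibition of all tested compounds plus 3 SD, cut at about 27% in these data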;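 further: 0% = DMSO wells and 100% = JAK Inhibitor I control wells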
An asterisk follows results filed as active; . = no result given.

Structure,Runt-CBFb FRET,Ba/F3 V617F tox,BaF3 parental,NPY1 pot ag,S1P4 agonist,RBBP9 inhibitor,NPY-Y1 antag,NPY-Y2 PAM-ag,S1P4 antag
CC(C)C(NC(=O)CC12CC3CC(CC(C3)C1)C2)C(=O)O (configuration not stated),-1,-1,6,16,-0.5,-6,3,-29,-17
C/C(CC1CC(COCC(C)C)OC1=O)=N\NC(N)=S (configuration not stated),0,1,6,-14,13*,-5,3,-10,-9
Cc1ccc(NC(=O)C2CCN(C(=O)NC3CCCCC3)CC2)cc1,0,-4,1,-8,1.3,7,-5,1,-25
Cc1ccc(SCCNC(=S)Nc2ccc(C)cc2C)cc1,-3,-1,5,-27,-3.5,-4,9,-6,-3
CC#CC(=O)N1CCC(CO)(CCc2ccccc2)CC1,-1,0,6,4,0.2,-5,3,-8,5
O=c1sc2ccccc2n1CCCOc1ccccc1,-4,-1,-1,-40,1.1,-8,10,-19,-8
COc1ccc(-c2cc3nc(C)cc(N)n3n2)cc1,2,21,22,9,-1.3,-8,-2,6,-9
O=C1C(=O)c2ccccc2C(O)=C1c1cccc([N+](=O)[O-])c1,-1,0,4,9,-0.7,-2,.,-22,-8
CCOC(=O)N1CCC(NC(=O)C2CCC(CNS(=O)(=O)c3ccc(OC)cc3)CC2)CC1 (configuration not stated),-6,-3,2,19,2.3,-6,-4,0,-27
C/C(N)=C(/C#N)C(=O)COC(=O)CCSc1ccccc1Cl,1,-3,2,-17,-2.6,-2,6,-14,6
CCC(CC)NC(=O)CCc1nc2ccccc2c(=O)[nH]1,-1,3,2,-13,-2.1,-5,0,10,9
O=C(NCCOc1ccccc1Cl)C(=O)c1c[nH]c2ccccc12,0,0,3,7,2.3,-2,5,14,-23
CCOC(=O)c1ccc(N2C(=O)CC(NC3CCN(C(=O)c4cccc(Cl)c4)CC3)C2=O)cc1 (configuration not stated),0,-3,1,1,-0.5,-1,1,8,-13
O=P(Cc1cc[n+]([O-])cc1)(c1ccccc1)c1ccccc1,-3,0,-1,-3,0.6,-7,-3,-14,-35
c1cncc(-c2cccnc2)c1,1,-1,1,17,1.5,0,3,-1,-11
O=C(O)c1ccc2ncc(NC(=O)c3ccc(F)cc3)c(=O)n2c1,1,-1,-1,26,0.7,-4,.,-1,-7
Oc1[nH]c2ccccc2c1OCc1ccncc1,-3,5,5,-6,-0.7,-5,11,-2,-3
N/C(=N\N=C\c1ccc(Br)o1)c1nonc1N,1,-3,-2,17,-1.7,4,.,-15,-2
CC1(C)Nc2ccccc2N(CCC(=O)N2CCOCC2)C1=O,-1,-3,1,-7,-0.3,-6,-4,0,3
Clc1ccc(CSC2=NCCCN2)cc1Cl,-1,2,8,3,-0.7,-6,3,9,-7
COC(=O)[C@H](C)[C@H]1C[C@]1(C)[C@H](NC(=O)OCc1ccccc1)c1ccccc1,-3,4,9,6,0.1,-10,4,-6,4
CCOc1cc(C)c(Cl)cc1S(=O)(=O)NCC1CCCO1 (configuration not stated),0,-3,0,8,0.2,-5,3,12,-14
CCCCCOC(=O)Cn1c(SCC(=O)Nc2ccccc2)nc2c1c(=O)[nH]c(=O)n2C,-10,5,4,0,1.6,-5,5,-13,3
COCc1cc(C)n(CC(=O)Nc2ccccc2C(=O)OC)c(=O)c1C#N,-1,-2,5,23,-1.1,-8,-7,7,8
CC(C)c1nc(Cl)c(C#N)c2c1CCC2,0,3,0,-15,1.4,0,.,-36,-4
COc1cc(/C=C/C(=O)OCC(=O)Nc2cc(C)c(C)cc2[N+](=O)[O-])ccc1O,-3,3,2,-30,0.9,-8,.,-16,1
Cc1sc2nc(SCC(N)=O)n(C)c(=O)c2c1C,0,4,6,4,-1.6,-9,7,-8,-8
O=C(O)c1cccc(-c2ccc(/C=c3/sc4nc5ccccc5n4c3=O)o2)c1,-73,-3,2,5,1.8,-10,.,4,-9
Cc1cc(C)cc(C(=O)N2CCC(C(N)=O)CC2)c1,2,3,7,-22,1.7,-5,1,-5,-49
Cc1cc(F)ccc1NC(=O)C1CCCO1 (configuration not stated),-1,-2,5,16,0.7,-3,-1,12,-10
Cc1ccc(S(=O)(=O)CCC(=O)Nc2cccc([N+](=O)[O-])c2)cc1,1,1,7,-8,-1.7,-3,6,-2,10
O=C(COC(=O)c1cccnc1Cl)NCC1CCCO1 (configuration not stated),0,0,0,-11,-1.1,-3,3,-4,-7
CC(NC(=O)c1ccncc1)C(C)(C)C (configuration not stated),2,-5,2,25,1.8,-1,2,-1,-8
CC1(C)Cc2c(sc3[nH]c(=S)[nH]c(=O)c23)CO1,.,-3,1,-3,0.6,-4,1,4,-1
Cc1cc(C)c2sc(NC(=O)c3ccc(N4C(=O)CCC4=O)cc3)nc2c1,-1,-2,2,8,2.1,-10,.,8,-3
CCCCNC(=S)N1CCN(C)CC1,2,-3,5,-2,0.0,-7,2,-1,7
c1ccc(N/N=C(\Cc2nc3ccccc3[nH]2)c2ccccc2)cc1,6,-1,9,5,-0.5,-5,0,-7,-13
Cc1cc(O)c(N)c(C)c1Cl,39,-1,6,1,-0.2,2,9,-9,-2
Cc1cc(-c2ccc(/C=N/n3cnnc3)o2)ccc1Cl,-4,-1,1,-1,2.2,4,-1,4,7
CCOC(=O)N1CCN(C(=O)CSc2nnc(-c3ccc(Cl)s3)o2)CC1,-1,1,2,-20,-0.2,-9,5,5,-9
CCCc1nc2ccccc2c(=O)n1/N=C/c1ccc(O)cc1,-3,-2,1,-7,1.0,1,-1,5,-21
COc1ccc(-n2c(Cc3cccn3C)nnc2SCC(=O)N2CCCc3ccccc32)cc1,-3,-3,4,21,0.5,-8,2,3,1
CCOc1ccc2nc(NC(=O)c3c([N+](=O)[O-])cnn3CC)sc2c1,-1,0,6,14,2.5,-5,-1,6,10
CC(C)(CO)NCC(O)COc1ccc2c(c1)CCC2 (configuration not stated),0,-1,5,101*,-2.0,-1,-13,88*,-6
COc1ccc(NS(=O)(=O)c2ccc3c(c2)CCC(=O)N3)c(OC)c1,-1,-4,0,-5,-1.6,-7,1,7,-16
CCOC(=O)N1CCN(C(=O)c2ccc(CNS(=O)(=O)c3ccc(OC)cc3)cc2)CC1,-2,-1,2,12,1.3,-4,-2,10,-4
Cc1ccccc1-n1nc(C)c2cc(C(=O)NCc3cccnc3)sc21,-2,1,0,-6,2.1,-7,-5,-11,-2
CC(Oc1ccccc1)C(=O)N1CCN=C1SCc1ccccc1F (configuration not stated),3,-3,5,12,-1.5,2,.,5,-4
CCN(CC)c1ccc(NC(=O)CN2CCN(c3nc(C)cc(C)n3)CC2)cc1,8,-1,3,1,0.3,1,-2,11,-7
Cc1cc(Br)ccc1NC(=S)Nc1cccc([N+](=O)[O-])c1,4,-2,7,-6,2.7,1,3,-4,-13

(further entries)
Structure,Runt-CBFb FRET,Ba/F3 V617F tox,BaF3 parental,NPY1 pot ag,S1P4 agonist,RBBP9 inhibitor,NPY-Y1 antag,NPY-Y2 PAM-ag,S1P4 antag
C=CCn1c(-c2csc(-c3ccccc3)n2)n[nH]c1=S,17,1,1,-6,-0.5,0,3,-5,-8
COCc1cc(N2CCCCC2)nc(-c2ccccc2)n1,-1,-5,-1,-5,-0.6,-6,3,3,10
O=C(O)CC12CC3CC(C1)CC(n1ncc(NCC4CCCO4)c(Cl)c1=O)(C3)C2 (configuration not stated),-1,-3,-2,-7,-0.1,2,.,-4,4
O=C(CCOc1ccccc1)Nc1nnc(-c2ccc3c(c2)OCCO3)o1,-1,-2,0,-25,-0.6,0,12,-30,-1
O=Cc1c(-[n+]2ccccc2)nc([O-])n1-c1ccccc1,-2,1,10,-2,-3.0,-3,1,-8,-10
CC(C)CC(=O)NS(=O)(=O)c1ccc(NS(C)(=O)=O)cc1,1,-3,2,17,17*,-6,-3,-3,2
CCOC(=O)c1c(-c2ccc(OC)cc2)csc1/N=C/C1=C(O)CCCC1=O,-10,-4,-1,-17,-0.5,-11,-4,-2,2
CC(=O)Oc1ccc(C2(C)CC(C)(C)NC(=S)N2C)c(OC(C)=O)c1 (configuration not stated),7,-1,6,4,0.4,-1,-1,-1,8
CCOc1ccc(-n2c(=O)cc(N3CCN(c4ccc(F)cc4)CC3)[nH]c2=O)cc1,1,-2,0,5,-2.2,-1,4,16,-6
Cc1cc(C)cc(OCCNS(=O)(=O)c2cccs2)c1,0,1,8,1,1.9,0,6,-10,-11
COC(=O)c1sccc1NC(=O)CNC(=O)c1ccccc1,-2,0,6,3,-0.9,-11,1,-10,-6
COc1ccc(-c2nc(-c3cccc(C)c3)[nH]c(=O)c2C#N)cc1,-6,-1,3,14,1.1,-7,-1,-1,5
CC(=O)c1c(C)[nH]c(C(=O)CSc2nnc(-c3ccccc3)n2Cc2ccc3c(c2)OCO3)c1C,-3,0,3,-9,-2.4,-2,5,-8,1
Cc1ccc(OCCn2cc(C(=S)N3CCCC3)c3ccccc32)cc1C,-2,3,3,-44,-1.3,-15,5,-14,7
COc1cc(OC)cc(C(=O)NCC(=O)OCC(=O)c2cc(OC)ccc2OC)c1,-1,0,7,7,0.7,-7,8,3,10
Cc1ccc2nc(SC(C(=O)c3ccccc3)c3ccccc3)nc(C)c2c1 (configuration not stated),-2,4,7,-13,0.4,-10,6,2,-26
Oc1ccc(Br)cc1-c1cc(-c2ccc(Cl)cc2)n[nH]1,2,-4,0,28,0.2,-18,-5,22,16
c1ccc2c(c1)CCCC2NC1=NCCC1 (configuration not stated),-1,0,7,0,0.9,-2,11,-9,-11
C[C@@](Cc1ccc(O)c(O)c1)(NN)C(=O)O,-1,-1,4,5,1.2,-8,5,13,-14
CN(C)C(=O)CSc1nc(SCC(=O)N(C)C)n(-c2ccccc2)n1,1,-1,2,-12,2.4,11,0,-9,6

Screens from PubChem.
